LDHA inh = qHTS assay for inhibitors of human lactate dehydrogenase | purified LDHA, NADH/diaphorase-resazurin fluorescence; stronger effect = lower value | 0.15% of 480,000 active | activity change, % (values are at about 110 or 230 µM) | AID 1347041, 2019; in the data active = activity change below about -30%; inconclusive = mostly about -25% to -30%;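 note: plate controls were DMSO wells for no effect and wells without enzyme for full effect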
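Human LDH5 (2 nM) was incubated with 0.06 mM NADH and 0.2 mM pyruvate for 5 min at room temperature in Tris pH 7.4. Remaining NADH was coupled through diaphorase/resazurin, and resorufin fluorescence was read at 0 and 20 min.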
Vif-APOBEC3G blk = qHTS for Inhibitors of Vif-A3G Interactions: qHTS; DNA dC->dU-editing enzyme APOBEC-3G (Homo sapiens), Q9HC16; HeLa A3G-eYFP + Vif (tagged APOBEC3G with the HIV-1 protein that degrades it), YFP fluorescence, overnight; Potency, µM (doses to about 46.1 µM), for the others: at the top dose activity, negative = active, usual class: inhibitors; 0.076% of 410,000 active; AID 602310, 2012;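 note: potency is the fitted concentration of half-maximal effect; % is set by controls: 0 for no effect and ±100 for the full control effect; nearly all actives have a fitted effect of over 60% in size; hits raise eYFP signal because A3G escapes Vif-driven loss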
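HeLa cells stably expressing Vif and C-terminally eYFP-tagged A3G, seeded overnight at 37 deg C, then exposed to compound by pintool overnight at 37 deg C. Rise in yellow fluorescence (Ex 488/Em 500-530, Acumen) marks blocked Vif-driven A3G degradation.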
Glioma ERSR ind = qHTS for Inducers of the Endoplasmic Reticulum Stress Response (ERSR) in Human Glioma: qHTS; U87-MG GRP78 promoter luciferase reporter, 16 h; AID 602332, 2012; 0.02% of 420,000 active; Potency, µM, without a hit: top-dose activation, hits mostly activators; note: potency is the fitted concentration of half-maximal effect; series mostly up to about 76 µM; % of control where 0% means no effect; nearly all actives have a fitted effect of over 35% in size
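ERSR induction read as luciferase luminescence (Bright-Glo, 10 min at room temperature) in stably transfected human U87-MG glioma cells exposed to compounds for 16 h, using GRP78 as sensor.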
D1 antagonist = Antagonist of Human D 1 Dopamine Receptor: qHTS; AID 504652, 2011; activity change, negative = inhibition, % at 10 µM; 3.2% of 360,000 active; HEK293 TREx D1 cells, calcium flux, dopamine EC80; stronger effect = lower value; in the data active = activity change below about -30%; note: % is set by controls: 0 for no effect and ±100 for the full control effect
Target sequence (P21728 whole entry, looked up): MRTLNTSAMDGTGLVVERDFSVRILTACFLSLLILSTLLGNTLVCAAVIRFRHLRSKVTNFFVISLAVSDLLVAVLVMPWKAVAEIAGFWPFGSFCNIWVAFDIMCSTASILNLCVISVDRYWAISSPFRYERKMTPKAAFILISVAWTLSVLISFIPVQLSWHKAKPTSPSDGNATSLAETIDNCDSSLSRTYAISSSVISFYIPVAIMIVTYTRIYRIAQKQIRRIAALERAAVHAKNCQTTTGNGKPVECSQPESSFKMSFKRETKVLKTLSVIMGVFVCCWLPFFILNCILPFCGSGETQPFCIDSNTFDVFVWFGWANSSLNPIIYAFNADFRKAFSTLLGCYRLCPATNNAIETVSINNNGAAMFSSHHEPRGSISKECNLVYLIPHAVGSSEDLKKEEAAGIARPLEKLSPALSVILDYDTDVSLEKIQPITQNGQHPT
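Tetracycline-induced HEK293 T-REx cells with force-coupled D1 receptor were loaded with a no-wash calcium dye. Compound was added after a 10 s baseline and read kinetically for 180 s; EC80 dopamine was then added and calcium flux followed another 180 s.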
D1 ag = Allosteric Agonists of the Human D1 Dopamine Receptor: qHTS; D(1A) dopamine receptor (Homo sapiens), P21728; HEK293 T-REx D1 cells, calcium flux, agonist mode; activation, % at 2 µM; 1% of 360,000 active; AID 504660, 2011; in the data active = activation above about 30%; note: 0% is about no effect
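Agonism was scored from calcium flux recorded over 180 s (1 read/s) after pintool compound addition, following a 10-cycle baseline. Cells were inducible force-coupled HEK293 TREx D1, plated overnight at 30 C and loaded with no-wash calcium dye.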
D1 potentiator = Potentiators of Human D1 Dopamine Receptor: qHTS; D(1A) dopamine receptor (Homo sapiens), P21728; HEK293 TREx D1 cells, calcium flux, dopamine EC20 potentiation; potentiation, % at 10 µM; 0.036% of 360,000 active; AID 504651, 2011; in the data active = potentiation above about 30%; note: 0% is about no effect
RXFP1 ag = qHTS Assay for Agonists of the Relaxin Receptor RXFP1; Potency, µM (titrated, usually from 57.5 µM), for inactives: at the top dose activation, hits mostly activators; 0.3% of 370,000 active; Relaxin receptor 1 (Homo sapiens), Q9HBX9; AID 2676, 2010; HEK293T-RXFP1 cAMP TR-FRET, 30 min; response scale: percent of porcine relaxin response, buffer zero; note: potency is the fitted concentration of half-maximal effect; % is set by controls: 0 for no effect and ±100 for the full control effect; nearly all actives have a fitted effect of over 60% in size; many of its hits are not listed in these tables
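cAMP rise read by TR-FRET after 30 min, 37C compound exposure (up to 58 uM) in RXFP1-transfected HEK293 cells with Ro 20174 present. EC50 from Hill-equation fits, with 29 nM porcine relaxin as 100% and buffer as basal.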
Vif-APOBEC3F blk = qHTS for Inhibitors of Vif-A3F Interactions: qHTS. HeLa A3F-eYFP + Vif (tagged APOBEC3F with the HIV-1 protein that degrades it), YFP fluorescence increase. Potency, µM (top dose mostly 46.1 µM), for inactives: at the highest dose activity, negative = active. 0.2% of 390,000 active; note: potency is the fitted concentration of half-maximal effect; % of control where 0% means no effect; nearly all actives have a fitted effect of over 65% in size
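HeLa cells stably expressing Vif plus C-terminally eYFP-tagged A3F were seeded, incubated overnight at 37 deg C, dosed with compound, incubated overnight again at 37 deg C. Yellow fluorescence (Ex 488/Em 500-530) reported blocked Vif-mediated A3F-eYFP degradation.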
D2 potentiator = HTS Assay for Positive Allosteric Modulators of the Human D2 Dopamine Receptor: Primary Screen for Potentiators. HEK293 T-REx D2, calcium flux, EC20 dopamine potentiation. potentiation, % at 10 µM. 0.34% of 340,000 active;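 active = potentiation over 3 SD above the plate norm, cut at about 30% in these data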; note: 0% is about no effect
Target sequence (P14416 whole entry, looked up): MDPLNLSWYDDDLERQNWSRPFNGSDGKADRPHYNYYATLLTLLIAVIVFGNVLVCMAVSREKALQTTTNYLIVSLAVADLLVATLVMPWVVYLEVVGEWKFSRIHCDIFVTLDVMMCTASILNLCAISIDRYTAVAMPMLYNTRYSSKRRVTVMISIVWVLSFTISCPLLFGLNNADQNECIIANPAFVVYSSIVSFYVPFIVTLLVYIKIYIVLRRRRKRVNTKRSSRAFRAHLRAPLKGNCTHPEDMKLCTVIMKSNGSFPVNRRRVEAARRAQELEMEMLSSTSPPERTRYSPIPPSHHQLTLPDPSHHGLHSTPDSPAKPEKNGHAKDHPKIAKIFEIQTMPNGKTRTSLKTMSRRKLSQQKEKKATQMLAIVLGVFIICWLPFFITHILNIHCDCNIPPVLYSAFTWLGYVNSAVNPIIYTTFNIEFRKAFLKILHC
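Calcium flux readout, no-wash dye, 1 read/s. Inducible HEK293 Trex D2 line, overnight 30 C. Compound alone 180 s (agonist flags), then EC20 dopamine, another 180 s to score potentiation.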
Starred values were filed as active, the others as inactive; ? = inconclusive; . = not tested or not shown; & = joins results of further samples. Unless noted, calls come from the whole dose curve; as a rule, active = well fitted curve in the direction sought with a large enough effect; inconclusive = small, poorly fitted or top-dose-only effect, or another doubt; inactive = no such curve, though single readings can be large; an effect the other way counts as inactive or inconclusive. Not all compounds are listed (hit frequency here may not be typical).

SMILES | LDHA inh | Vif-APOBEC3G blk | Glioma ERSR ind | D1 antagonist | D1 ag | D1 potentiator | RXFP1 ag | Vif-APOBEC3F blk | D2 potentiator
O=C(Nc1ccccc1N(C(=O)c1ccco1)S(=O)(=O)c1cccs1)c1ccco1 | -5.1 | ? | -9.5% | 2.8 | 3.8 | 0.2 | -1.4% | -0.1% | 19.7
CC(=O)ON1C(C)(C)Cc2noc(N)c2C1(C)C | -6.4 | 1.3% | -3.0% | -0.6 | 0.6 | 0.1 | -2.2% | 0.2% | 10.0
CCOC(=O)CC1CCCCN1Cc1cn[nH]c1-c1ccc(F)cc1F (centres undefined) | 0.7 | 0.6% | -2.8% | 6.8 | 2.4 | -3.7 | 2.0% | ? | 0.2
O=C(/C=C/c1ccco1)NC(=S)Nc1ccc(O)c(-c2nc3ccccc3s2)c1 | -2.3 | -14.9% | -2.1% | -7.7 | 2.8 | -0.1 | -0.5% | -18.7% | 5.4
COc1ccc(-c2c(C)c3ccc(O)cc3oc2=O)cc1 | -6.6&-12.7 | -1.3% | 8.6% | -5.8 | -0.6 | -4.3 | 5.0% | -3.2% | -26.5
COc1ccc(C(=O)COC(=O)C(O)c2ccccc2)c(OC)c1 (centres undefined) | 0.1 | 0.9% | -0.2% | . | . | . | . | -20.5% | .
O=C(COc1ccccc1F)NCC(c1ccc(F)cc1)N1CCOCC1 (centres undefined) | -4.4 | 0.0% | -5.3% | 11.6 | 1.6 | 0.4 | 0.1% | -3.7% | -7.7
CC(=O)Nc1ccc(NS(=O)(=O)c2c(Cl)cccc2Cl)cc1 | -2.1 | 0.4% | -1.9% | 1.7 | 2.6 | -4.3 | 5.6% | 0.9% | -2.7
CCc1cc2c3c(c(=O)oc2cc1OCC(=O)OC)CCCC3 | -2.8 | 0.9% | 2.3% | 2.5 | 3.9 | 6.3 | 1.5% | 8.8% | 17.1
C=C(CC1([C@@H](NP(=O)(c2ccccc2)c2ccccc2)[C@H]2C[C@@H]2CCCC)CC1)c1ccccc1 | -2.3 | -5.0% | -0.8% | 10.0 | 2.7 | -5.7 | 0.7% | ? | 3.2
Cc1cccc(S(=O)Cc2ccc(C(=O)N3CCN(C(=O)c4ccco4)CC3)o2)c1 (centres undefined) | -5.4 | -0.4% | 6.3% | 7.9 | 1.1 | 5.6 | 2.5% | -4.2% | -4.5
COC(=O)c1ccccc1NC(=O)c1cnn2cccnc12 | 10.4&-12.0 | -1.3% | -7.2% | -16.6 | 0.3 | -4.8 | 0.0% | -3.5% | -8.4
CC1(C)CC(=O)c2c(O)cc(OCc3ccc([N+](=O)[O-])cc3)cc2O1 | -3.3 | -3.7% | 0.9% | -5.8 | 1.0 | -3.3 | 4.1% | -6.7% | 11.4
CCCC(=O)N=c1sc2cccc(F)c2n1C | -15.2 | -2.5% | 1.8% | 0.6 | 2.0 | -3.8 | 2.7% | -1.4% | 11.6
CC(NC(=O)/C(C#N)=C/c1ccc(Cl)c([N+](=O)[O-])c1)c1ccccc1 (centres undefined) | -0.8 | ? | -14.0% | 16.3 | 2.9 | -0.9 | -1.3% | -4.4% | -4.1
O=C(Cn1c(=O)oc2cc(S(=O)(=O)N3CCCC3)ccc21)N1CCc2ccccc2C1 | 0.1 | -7.9% | -5.0% | -0.9 | 6.1 | . | -1.0% | -5.0% | -7.8
Cc1ccccc1OCc1nnc(SCCN2CCCC2)n1-c1ccccc1 | -2.7 | 2.2% | -6.9% | 22.4 | 19.7 | 0.9 | 0.8% | -6.5% | -14.5
CCN(CC(=O)NCc1cccs1)C(=O)c1ccc(S(=O)(=O)Nc2ccccc2OC)cc1 | -2.9 | 0.7% | -2.3% | 21.5 | 2.0 | -8.6 | -0.8% | 4.0% | 1.6
Cc1nc(N)ncc1Sc1ccc(Cl)cc1 | -4.9 | -0.6% | -6.1% | 2.8 | 7.5 | -0.1 | ? | 12.1% | -4.0
O=C(NC(=O)c1cccc(F)c1)OC[C@@H]1CCCN2CCCC[C@H]12 | -1.0 | 0.0% | -3.1% | -5.3 | 1.1 | 3.6 | 0.2% | 1.4% | -1.4
COCCN1Cc2cccc(C(=O)NCc3cccnc3)c2C1=O | -0.9 | -1.6% | -6.1% | -10.0 | 1.5 | -6.8 | 0.9% | -5.6% | -1.5
CN(c1ccc(C(=O)Nc2ccccc2C(=O)N2CCOCC2)cc1)S(C)(=O)=O | -9.2 | 3.9% | -0.6% | -7.7 | 0.0 | -5.3 | 0.8% | -0.2% | 0.5
CCCS(=O)(=O)N1CCN(C(=O)c2ccco2)CC1 | -3.2 | 0.1% | -5.1% | -8.8 | 0.7 | -1.1 | 0.7% | 7.2% | 5.3
CC(C)OC(=O)c1c2c(n3ccccc13)C(=O)c1ccccc1C2=O | 18.5 | ? | 0.5% | 15.3 | 254.5* | -8.2 | 6.7% | ? | 7.2
CCC(CC)C(=O)N1CCc2cc(OC)c(OC)cc2C1COc1ccc(F)cc1 (centres undefined) | -0.2 | -3.2% | -0.6% | -12.8 | -1.6 | 3.9 | -3.3% | 12.3% | 4.9
Cn1ccnc1C(OC(=O)c1ccccc1)C(F)(F)F (centres undefined) | -2.6 | -0.6% | -0.8% | 5.9 | 0.9 | -7.7 | -0.3% | -7.2% | -4.4
CC1CN(Cc2ccco2)C(=S)N(c2ccccc2)C1=O (centres undefined) | -3.7 | -3.3% | -3.3% | . | . | . | . | -3.7% | .
CCN(CC)S(=O)(=O)c1ccc(NC(=O)COC(=O)c2ccc(NC(=O)CC#N)cc2)cc1 | -6.9 | 0.6% | -3.7% | 8.8 | 5.5 | 0.8 | -1.0% | 0.3% | -6.9
Cc1cc(Cl)ccc1OCC(=O)NCCCN1CCOCC1 | -3.7 | -1.5% | -1.4% | -2.8 | 0.0 | -2.2 | 0.1% | 8.9% | 8.7
COC(=O)c1ccc(-n2nnnc2SCC(=O)Nc2ccccc2F)cc1 | -14.8 | 0.1% | -4.2% | -13.5 | 10.6 | -1.8 | 2.1% | 3.4% | .
CCC(C)NC(=O)[C@@H]1CCCN1C(=O)C1CCN(S(=O)(=O)c2ccc(C)cc2)CC1 (some centres undefined) | -0.5 | 1.0% | 3.7% | 14.6 | 0.4 | -1.4 | -0.6% | 2.5% | 4.8
N#CC1=C(N)N(c2ccccc2Sc2ccccc2)C(=O)C1 | -0.8 | -7.6% | 1.9% | 5.8 | 4.9 | -2.1 | -1.7% | -23.4% | 5.3
CS(=O)(=O)n1nc(-c2ccccc2)nc1NCc1ccco1 | -6.5 | -0.1% | -1.5% | 17.3 | 0.9 | 6.5 | 2.2% | 0.1% | 8.1
CCOC(=O)N1CCC(=NNC(N)=O)CC1 | -7.0 | 0.2% | -0.9% | 7.0 | 1.4 | 4.0 | 4.0% | -13.0% | -7.4
O=C(N/N=C/c1c(F)c(F)c(F)c(F)c1F)c1cc(-c2ccccc2)nc2ccccc12 | -5.0 | 0.2% | -3.4% | -0.4 | 2.8 | -3.7 | 0.9% | -9.0% | -0.5
CCOC(=O)C1(Cc2cccc(Cl)c2)CCCN(C(=O)c2ccco2)C1 (centres undefined) | -6.5 | 2.9% | 0.7% | 3.7 | -0.3 | 0.1 | -0.8% | -10.7% | 4.4
Fc1ccc2nc(C3CCN(Cc4nc(CC5CC5)no4)CC3)[nH]c2c1 | 0.0 | 4.8% | -2.3% | 7.4 | 0.9 | -2.9 | -0.5% | 11.6% | 7.5
Cc1cccc(NC(=O)c2cnn(-c3ccc(F)cc3)c2C2CCNCC2)c1C | -6.2 | 2.0% | -3.2% | -19.2 | 0.0 | -9.5 | 0.5% | 10.1% | -0.2
COc1ccc2oc(=O)cc(CN3CCN(c4ccccc4OC)CC3)c2c1 | -1.4 | -8.5% | -1.2% | 2.9 | -0.6 | 2.4 | -5.6% | -0.8% | -10.8
N=c1c(C(=O)NCc2ccco2)cc2c(=O)n3ccccc3nc2n1C1CCCC1 | 0.7 | 1.4% | -4.6% | 16.4 | 7.8 | -1.8 | 8.5% | -22.7% | -7.2
Cc1ccc(C2CC(c3cccs3)=NN2C(=O)CSC2=NCCS2)cc1 (centres undefined) | -8.7 | 1.6% | -4.8% | -2.5 | 5.8 | 1.5 | -0.4% | -6.8% | 8.7
S=c1[nH]nc2c3c4c(sc3ncn12)CCCC4 | -3.2 | -2.2% | -2.1% | 2.1 | 0.6 | -2.4 | 2.8% | 1.1% | -2.3

Entries of single compounds as entered above. Order of values: LDHA inh	Vif-APOBEC3G blk	Glioma ERSR ind	D1 antagonist	D1 ag	D1 potentiator	RXFP1 ag	Vif-APOBEC3F blk	D2 potentiator
COc1ccc2oc(=O)cc(CN3CCN(c4ccccc4OC)CC3)c2c1 as listed: -1.4	-8.5%	-1.2%	2.9	-0.6	2.4	-5.6%	-0.8%	-10.8
Fc1ccc2nc(C3CCN(Cc4nc(CC5CC5)no4)CC3)[nH]c2c1 as listed: 0.0	4.8%	-2.3%	7.4	0.9	-2.9	-0.5%	11.6%	7.5
S=c1[nH]nc2c3c4c(sc3ncn12)CCCC4 as listed: -3.2	-2.2%	-2.1%	2.1	0.6	-2.4	2.8%	1.1%	-2.3
Cc1cccc(NC(=O)c2cnn(-c3ccc(F)cc3)c2C2CCNCC2)c1C as listed: -6.2	2.0%	-3.2%	-19.2	0.0	-9.5	0.5%	10.1%	-0.2

High-throughput results as filed in PubChem.
